High-throughput results as filed in PubChem.
Gal4-VP16 FLuc – inhibits Gal4-VP16 luciferase reporter, ROR gamma counter-screen; 310,000 tested, 3.5% active; Drosophila S2 Gal4-VP16 UAS-luciferase, luminescence, 20 h; Potency, µM (titrated, usually from 53.6 µM), for the others: at the top dose activity, negative = inhibition, hits mostly inhibitors;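 further: Gal4-VP16 expression switched on by copper sulfate through the metallothionein promoter; on the % scale 0 is the no-effect control and ±100 the full control effect; nearly all actives have a fitted effect of over 50% in size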
uPA surface inh – cell surface uPA generation inhibition | Potency, µM (highest dose often 38.3 µM), for inactives: top-dose activity change, negative = inhibition, usual class: inhibitors | cell surface uPA generation assay, qHTS | AID 540303 | 330,000 tested, 0.31% active; active means well fitted inhibition curve with a large enough effect; inconclusive means small, poorly fitted or top-dose-only effect; inactive means no such curve, though single readings can be large or run the other way; tested in mouse RAW 264.7 cells; further: on the % scale 0 is the no-effect control and ±100 the full control effect; nearly all actives have a fitted effect of over 55% in size
BRCA1 expr act – activators of BRCA1 expression | MCF7-BRCA1-FFLuc reporter, luminescence, 48 h; response scale: scaled: vehicle 0%, 10 µM genistein 100% | Potency, µM (doses to about 46.1 µM), without a hit: top-dose activation, most hits filed as activators | 380,000 tested, 1.1% active | AID 624202; further: nearly all actives have a fitted effect of over 80% in size; some results filed as inactive show a strong effect at the top dose
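First, MCF7-BRCA1-FFLuc cells (2000/well) attach for 2 h; next, compounds are pin-added and incubated 48 h at 37 °C; finally, luciferase reagent is added and luminescence read after 15 min.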
MBNL1 CUG block – blocks human MBNL1 binding to CUG repeat RNA. Q9NR56. TR-FRET MBNL1-His/biotin-(CUG)12 binding, 665/545 ratio. Potency, µM (doses to about 57.5 µM), inactives show at the top dose activity change, negative = inhibition, actives largely listed as inhibitors. 280,000 tested, 0.036% active. AID 2675; active means well fitted inhibition curve with a large enough effect in the signal ratio, with a control signal flat, not every such curve was filed as active; inconclusive means small, poorly fitted or top-dose-only effect, or effect the other way, or a change in a side signal; inactive means no such curve, though single readings can be large or run the other way; the % refers to the signal ratio; further: on the % scale 0 is the no-effect control and ±100 the full control effect
Target sequence (Q9NR56 whole entry, looked up): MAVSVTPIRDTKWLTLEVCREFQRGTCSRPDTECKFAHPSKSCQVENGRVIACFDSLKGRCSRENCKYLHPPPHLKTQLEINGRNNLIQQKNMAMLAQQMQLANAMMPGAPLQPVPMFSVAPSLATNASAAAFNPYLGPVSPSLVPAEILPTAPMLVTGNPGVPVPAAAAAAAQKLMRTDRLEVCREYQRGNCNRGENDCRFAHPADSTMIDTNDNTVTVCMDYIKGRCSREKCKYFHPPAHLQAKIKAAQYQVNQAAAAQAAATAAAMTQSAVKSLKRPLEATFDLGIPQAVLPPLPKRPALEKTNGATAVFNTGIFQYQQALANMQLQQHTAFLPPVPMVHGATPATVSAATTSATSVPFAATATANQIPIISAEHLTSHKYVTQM
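MBNL1-His + Biotin-(CUG)12, cpd titration 92 nM–58 uM; Tb anti-His Ab 0.055 ng/ul, SA-XL665 5 nM (final); 60 min RT; ratiometric 665/545 nm, Ex 340 nm; normalized to buffer and full-complex controls.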
ELG1 genotoxic – genotoxicity induction in ELG1-luciferase HEK293T cells. AID 504466. Potency, µM (top dose mostly 46 µM), inactives show at the top dose activity change, positive = activation, actives largely listed as activators. HEK293T ELG1-luciferase reporter, luminescence, 16 h. 330,000 tested, 1.3% active; further: % of control where 0% means no effect; nearly all actives have a fitted effect of over 60% in size
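DMSO vehicle served as control against compound-treated ELG1-luciferase HEK293T cells; exposure lasted 16 hr at 37 °C and 5% CO2, followed by ONE-Glo luminescence detection after 30 min.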
FLuc counter – inhibits or activates purified firefly luciferase, miR-21 counter-screen | P08659 | purified FLuc, Km substrates, luminescence inhibition | Potency, µM (doses to about 57.5 µM), without a hit: at the highest dose activity change, negative = inhibition, usual class: inhibitors | 360,000 tested, 6.9% active;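 further: plate controls were vehicle for no effect and reference inhibitor for full effect; nearly all actives have a fitted effect of over 55% in size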
Target sequence (P08659 whole entry, looked up): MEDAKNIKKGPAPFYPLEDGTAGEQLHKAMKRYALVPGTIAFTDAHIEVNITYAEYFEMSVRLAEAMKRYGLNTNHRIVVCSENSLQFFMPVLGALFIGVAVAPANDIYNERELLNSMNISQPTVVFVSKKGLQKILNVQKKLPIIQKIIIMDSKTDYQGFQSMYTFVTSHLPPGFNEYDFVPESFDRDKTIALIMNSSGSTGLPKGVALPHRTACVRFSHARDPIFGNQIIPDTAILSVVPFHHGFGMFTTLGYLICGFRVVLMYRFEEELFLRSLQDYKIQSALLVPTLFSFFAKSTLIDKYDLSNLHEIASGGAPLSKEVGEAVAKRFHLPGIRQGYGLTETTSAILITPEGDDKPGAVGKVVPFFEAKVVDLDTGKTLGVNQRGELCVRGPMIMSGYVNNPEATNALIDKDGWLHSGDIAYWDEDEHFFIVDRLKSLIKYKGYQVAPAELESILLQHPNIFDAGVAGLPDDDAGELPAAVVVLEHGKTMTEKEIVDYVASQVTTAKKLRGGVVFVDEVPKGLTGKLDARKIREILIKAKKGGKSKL
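Biochemical qHTS of compounds, final roughly 60 µM downward over six points, against 10 nM purified firefly luciferase using Km concentrations of substrates (10 uM D-luciferin, 10 uM ATP) in Tris acetate pH 7.5 buffer; luminescence output.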
p53 reactivator – mutant p53 re-activation in reporter cells. Potency, µM (titrated, usually from 92.2 µM), for inactives: at the top dose activity change, positive = activation, actives largely listed as activators. 320,000 tested, 0.063% active. H1299 p53-A138V BP100-luciferase reporter, luminescence, 24 h; further: % of control where 0% means no effect; nearly all actives have a fitted effect of over 45% in size
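p53-null H1299 cells stably carrying temperature-sensitive p53-A138V and a BP100-luciferase reporter were pinned with compounds (4-point, 1:5 series) and held 24 hrs at 37 deg C. Luminescence was read 10 min after detection reagent.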
RORgamma inh – blocks mouse ROR gamma transcriptional activity | P51450 | Drosophila S2 Gal4-RORgamma UAS-luciferase reporter, 20 h | Potency, µM (series often up to 53.6 µM), for inactives: at the highest dose activity change, negative = inhibition, hits mostly inhibitors | 310,000 tested, 5.4% active | AID 2551; further: on the % scale 0 is the no-effect control and ±100 the full control effect; nearly all actives have a fitted effect of over 60% in size
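A Gal4/UAS one-hybrid system in insect cells: metallothionein-promoter Gal4–ROR gamma fusion plus Photinus luciferase reporter. Copper sulfate 700 uM final, 20 hr ambient incubation, luminescent detection after 10 min with reagent.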
Rab9 prom act – Rab9 promoter activation; Huh7 Rab9 promoter-luciferase reporter, luminescence, 24 h; Potency, µM (top dose mostly 9.22 µM), for the others: at the highest dose activation, negative = inhibition, most hits filed as activators; 320,000 tested, 2.8% active; AID 485297; further: % of control where 0% means no effect; nearly all actives have a fitted effect of over 60% in size
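Promoter activation is measured as luciferase luminescence in Huh7 cells stably transfected with a Rab9 promoter–luciferase construct, following 24 h compound exposure at 37 °C and 10 min reagent incubation at ambient temperature.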
NPC1 promoter act – activates the NPC1 promoter; Huh7 NPC1 promoter luciferase reporter, 24 h; AID 485313; 320,000 tested, 2.4% active; Potency, µM (top dose mostly 9.22 µM), inactives show at the highest dose activation, actives largely listed as activators;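 further: % of control where 0% means no effect; nearly all actives have a fitted effect of over 60% in size; reporter is driven by a mutant NPC1 promoter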
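Luciferase expression driven by the NPC1 promoter was measured in stably transfected Huh7 cells after a 24 h compound incubation, using a luciferase reagent and a luminescence read.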
Active calls of the source: *; ? = inconclusive; / = no result given; & = joins results of further samples; [ ] = remark or other dose. Unless noted, the call rests on the fitted dose curve; in most records, active means well fitted curve in the direction sought with a large enough effect; inconclusive means small, poorly fitted or top-dose-only effect, or another doubt; inactive means no such curve, though single readings can be large; an effect the other way counts as inactive or inconclusive. Potency means the concentration at half of the fitted maximal effect.

Sequence of screens: MBNL1 CUG block | Rab9 prom act | ELG1 genotoxic | NPC1 promoter act | Gal4-VP16 FLuc | BRCA1 expr act | RORgamma inh | uPA surface inh | FLuc counter | p53 reactivator
COc1ccc(C(=O)N(C)Cc2nc3ccccc3c(=O)[nH]2)cc1S(=O)(=O)N1CCCC1
→ / | -10% | 2% | 1% | / | -2% | / | 10% | -1% | 0%
CCN(CC)C(=O)COC(=O)c1cc(-c2ccc(OC)cc2)nc2ccccc12
→ ? | 4% | -9% | 10% | -3% | 50% | 28% | -28% | 7.6µM* | 5%
COCC(C)n1c(C)cc(C(=O)CSc2nnc(Nc3ccccc3F)s2)c1C (stereo not given)
→ -6% | 7% | -11% | -4% | 3% | -24% | ? | 2% | 17µM* | -14%
Cc1noc(C)c1C(=O)Nc1sc(C)c(C)c1C#N
→ 7% | 0% | 0% | 5% | 10% | -1% | 25% | / | -1% | -3%
O=C(CSCc1ccc(Cl)cc1)N/N=C/c1ccco1
→ 3% | 10% | ? | -2% | -7%[10 µM] | 0% | 7% | -3% | -9% | -1%
CCOC(=O)c1nnn(-c2nonc2-n2cccc2)c1CN1CCC(C(=O)OCC)CC1
→ -13% | -4% | -8% | -1% | -29% | 1% | 38% | / | 6% | 1%
CCN1CCN(c2ccc(S(=O)(=O)N3CCCCC3)cc2NC(=O)/C=C/c2cccc(OC)c2OC)CC1
→ 11% | -1% | ? | -5% | ? | -42% | ? | -8% | 0% | 6%
Cc1ncc([N+](=O)[O-])n1CC(=O)NC(C)(C)C
→ / | -12% | 4% | 1% | -13% | 7% | 2%[10 µM] | -14% | 0% | 0%
O=C(CCCn1c(=S)[nH]c2cc3c(cc2c1=O)OCO3)N1CCN(C2CCCCC2)CC1
→ 4% | -2% | 2% | -2% | -1% | -1% | ? | 5% | 3% | -6%
COc1cccc(C(=O)Nc2ccc(F)c(F)c2F)c1
→ -1% | ? | ? | ? | 1% | 3.5µM* | 17% | -1% | 17µM* | 10%
CO/N=C(\C)C(Cc1ccc(Cl)nc1)Cc1ccc(Cl)nc1
→ -8% | 0% | -2% | -3% | -7% | 0% | 41% | 1% | 0% | -1%
S=c1[nH]nc2n1CCCN2
→ -6% | 1% | 0% | 2% | 6% | 5% | -8% | -1% | 3% | 1%
CN1CCN(C(=O)/C=C/c2cn(-c3ccccc3)nc2-c2ccc3c(c2)OCCO3)CC1
→ 14% | 1% | -8% | -11% | -2% | -15% | -21% | -3% | -15% | -4%
Cc1cc(NC(=O)CSc2nc(N)c(NC(=O)c3ccccc3F)c(=O)[nH]2)no1
→ -6% | -2% | 0% | -1% | 4% | 15% | -3% | 3% | 4% | -4%
COc1ccc(C2Nc3ccccc3C(=O)N2Cc2ccco2)cc1CN1C(=O)c2ccccc2C1=O (stereo not given)
→ 24%&5% | 2%&4% | 0%&-8% | -1%&-1% | 6%&3% | -32%&-22%&-6% | 15%&-2% | -2%&-6% | 1%&-3% | -11%&-6%
Cc1ccc(S(=O)(=O)N2CCN(CC(=O)N/N=C\c3ccc(Cl)c([N+](=O)[O-])c3)CC2)cc1
→ ? | 4% | 17% | -2% | 0% | -85% | 90% | 0% | 3% | -7%
CC(C)[C@H](NC(=O)c1ccccc1)C(=O)OCC(=O)NCCC1=CCCCC1
→ / | -3% | -3% | -3% | -2% | 66% | 18% | -3% | -1% | 3%
Cc1ccccc1Nc1scc(-c2ccc(Cl)cc2)[n+]1-c1ccccc1C
→ 2% | -1% | -7% | 1% | -2% | -15% | 24% | -2% | 1% | 8%
Cc1nnc(SCC(=O)NCc2ccco2)n1-c1ccc(F)cc1
→ -23% | -5% | 7% | -4% | -2% | 1% | ? | 1% | -2% | 1%
C[C@H](CO)N1C[C@H](C)[C@@H](CN(C)S(C)(=O)=O)Oc2c(NC(=O)Nc3ccc(C(F)(F)F)cc3)cccc2C1=O
→ / | / | 1% | / | / | 38% | / | -5% | / | ?
COc1ccccc1N(C)C(=O)c1cc(S(=O)(=O)N2CCc3ccccc32)cn1C
→ 6% | 3% | 0% | 0% | 3% | -18% | 2% | 7% | 11% | /
COc1ccc(CN2C(=O)NC3(CCCCCC3)C2=O)cc1F
→ 4% | -5% | 3% | -3% | 0% | 6% | 44% | 13% | -2% | -9%
Cc1ccc(S(=O)(=O)N(C)C)cc1NC(=S)NC(=O)C12CC3CC(CC(C3)C1)C2
→ / | -20% | ? | -21% | 7.1µM* | -55% | 7.1µM* | 1% | 4% | 2%
CCOC(=O)c1cnc2ccc(C)cc2c1NCCN1CCOCC1
→ -8% | 4% | -4% | -2% | -10% | -1% | -17% | -1% | -6% | -8%
CCOc1ccc(CCNC(=O)COC(=O)/C=C/c2ccccc2OC)cc1OCC
→ / | -5% | 0% | 0% | / | -19% | / | -27% | -3% | 0%
CC(C)N(CC(O)COc1ccc(CC(N)=O)cc1)CC(O)COc1ccc(CC(N)=O)cc1 (stereo not given)
→ -5% | 1% | 0% | -1% | 4% | 13% | -6% | 4% | 5% | -6%
CCC1(CC)C(=O)C2=C3C1[C@H](C(=O)OC)C=C(C(=O)OC)C[C@H]3n1c(=O)n(-c3ccccc3)c(=O)n1[C@H]2C (stereo not given in full)
→ / | / | / | / | -1% | 2% | 0% | -7% | / | /
O=C(NCCc1cscn1)C1CCC(=O)N(Cc2ccc(Cl)cc2)C1 (stereo not given)
→ -6% | ? | ? | ? | ? | -4% | 20µM* | 17% | 3µM* | 8%
CCOC(=O)c1c(C)[nH]c(C)c1C(=O)COC(=O)c1cccs1
→ / | / | 5% | / | / | -15% | / | -3% | / | 0%
Cc1ncc(CSc2ccc(Cl)cc2)c(CO)c1O
→ -1% | -5% | -5% | -2% | -4% | -13% | 4% | -4% | 1% | 16%

Next section; it opens with the 6 that closed the last part.
Sequence of screens: MBNL1 CUG block | Rab9 prom act | ELG1 genotoxic | NPC1 promoter act | Gal4-VP16 FLuc | BRCA1 expr act | RORgamma inh | uPA surface inh | FLuc counter | p53 reactivator
CCOc1ccc(CCNC(=O)COC(=O)/C=C/c2ccccc2OC)cc1OCC
→ / | -5% | 0% | 0% | / | -19% | / | -27% | -3% | 0%
CC(C)N(CC(O)COc1ccc(CC(N)=O)cc1)CC(O)COc1ccc(CC(N)=O)cc1 (stereo not given)
→ -5% | 1% | 0% | -1% | 4% | 13% | -6% | 4% | 5% | -6%
CCC1(CC)C(=O)C2=C3C1[C@H](C(=O)OC)C=C(C(=O)OC)C[C@H]3n1c(=O)n(-c3ccccc3)c(=O)n1[C@H]2C (stereo not given in full)
→ / | / | / | / | -1% | 2% | 0% | -7% | / | /
O=C(NCCc1cscn1)C1CCC(=O)N(Cc2ccc(Cl)cc2)C1 (stereo not given)
→ -6% | ? | ? | ? | ? | -4% | 20µM* | 17% | 3µM* | 8%
CCOC(=O)c1c(C)[nH]c(C)c1C(=O)COC(=O)c1cccs1
→ / | / | 5% | / | / | -15% | / | -3% | / | 0%
Cc1ncc(CSc2ccc(Cl)cc2)c(CO)c1O
→ -1% | -5% | -5% | -2% | -4% | -13% | 4% | -4% | 1% | 16%
Cc1ccc(C)c(NC(=O)C(C)CC2COCCO2)c1 (stereo not given)
→ -5% | -8% | -3% | 9% | -10% | -1% | 7% | 4% | -2% | -2%
CCC(C(=O)OCC(=O)Nc1c(C)n(C)n(-c2ccccc2)c1=O)c1ccccc1 (stereo not given)
→ -1% | -9% | -3% | 1% | 2% | 4% | 15% | 10% | 3% | -3%
CCOc1ccccc1NC(=O)Cn1c(-c2ccc(Cl)cc2)noc1=O
→ -6% | -1% | -5% | -1% | 2% | 5% | 7% | -7% | 0% | -6%
O=C1OCCN1C(=O)[C@H]1[C@H](c2ccc([N+](=O)[O-])cc2)C(c2ccc(F)cc2)=NN1c1ccc(Br)cc1
→ / | / | -3% | / | 3%[40.7 µM] | -37% | 21%[40.7 µM] | -8% | / | 8%
CC(Sc1nc2ccccc2c(=O)n1C)C(=O)NC1CCCCC1C (stereo not given)
→ / | -23% | -6% | -20% | / | 1% | / | 1% | 3% | 8%
N#C/C(=C\c1ccccc1C(F)(F)F)C(=O)Nc1ccccc1F
→ -2% | 1% | 5% | 1% | 1% | -20% | 0% | 0% | ? | -3%
COc1ccc(NC(=S)N2CCCC(CO)C2)c(OC)c1 (stereo not given)
→ -9%[11.5 µM] | -2% | 1% | -2% | -1% | 24% | 8% | 3% | -4% | 15%
COc1ccc(-c2nc(CN3CCC(C(=O)NCC4CCCO4)CC3)c(C)o2)cc1OC (stereo not given)
→ 2% | -1% | 3% | 0% | -12% | 0% | 1% | -2% | 0% | 19%
COC(=O)[C@H](Cc1ccccc1)NC(=O)Nc1ccc(C)cc1
→ 3% | -1% | 3% | 1% | 3% | 10% | 5% | 0% | 0% | 2%
COc1ccc(OC)c(N/C(C)=C/C(=O)c2ccc(C)o2)c1
→ 11% | -6% | 12% | 2% | ? | -43% | -26% | 7% | ? | 9%
CCCCN(C(=O)c1cc2ccccc2o1)c1c(N)n(CCC)c(=O)[nH]c1=O
→ 4% | -1% | 5% | 1% | -6% | -7% | 12% | 7% | 3% | -4%
O=C(Nc1c2c(nn1-c1ccc(Cl)cc1)CS(=O)(=O)C2)C1CC1
→ -2% | 1% | 4% | -3% | 2% | -18% | -24% | -11% | -1% | 27%
Nc1ccccc1C(=O)N1CCCC1
→ 0% | -5% | -4% | -2% | 3% | 0% | 30% | 3% | -3% | -7%
